# Screening data: PubChem BioAssay, several laboratories
# SUMO1-SIM PPI: modulators of SUMO1 protein-protein interactions, primary screen, biochemical, uHTS. SUMO1 binding to a labelled peptide, TR-FRET, 1 h. inhibition, % at 20 µM. 360,000 tested, 0.33% active. AID 602429, 2012; in the data active means inhibition above about 37%
# Target sequence (P63165 whole entry, looked up): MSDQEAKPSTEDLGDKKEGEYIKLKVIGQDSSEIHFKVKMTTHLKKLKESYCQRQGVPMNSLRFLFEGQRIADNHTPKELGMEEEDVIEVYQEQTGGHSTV
# Rin1-Abl PPI inh: inhibitors of Rin1-Abl protein binding, primary screen, biochemical, TR-FRET. Tyrosine-protein kinase ABL1 (Homo sapiens) + Ras and Rab interactor 1 (Homo sapiens), …. inhibition, % at 7.35 µM. 360,000 tested, 0.4% active; in the data active means inhibition above about 5%, passing the limit was not always enough
# Rpn11 inh: Rpn11 (PSMD14) deubiquitinase inhibitors, primary screen, biochemical, fluorescence polarization, uHTS. 26S proteasome non-ATPase regulatory subunit 14 (Homo sapiens), O00487. human 26S proteasome, Ub4-pepOG fluorescence polarization; 20S core pre-blocked with epoxomicin. calls only at 20 µM. 360,000 tested, 0.59% active;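 active means inhibition at 20 µM, scaled to each plate's controls, above about 33%, limit read from the data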
# Target sequence (O00487 whole entry, looked up): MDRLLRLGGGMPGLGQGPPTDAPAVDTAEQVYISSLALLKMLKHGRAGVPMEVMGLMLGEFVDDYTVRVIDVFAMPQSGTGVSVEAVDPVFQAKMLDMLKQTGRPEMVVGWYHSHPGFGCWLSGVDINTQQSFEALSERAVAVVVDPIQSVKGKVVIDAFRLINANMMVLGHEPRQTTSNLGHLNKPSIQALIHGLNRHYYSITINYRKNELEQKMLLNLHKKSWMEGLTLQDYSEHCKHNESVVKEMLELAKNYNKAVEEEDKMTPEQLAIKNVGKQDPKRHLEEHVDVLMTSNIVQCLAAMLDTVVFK
# Scp-1 inhibitor: Scp-1 phosphatase inhibitors, primary screen, biochemical, colorimetric, uHTS; 340,000 tested, 0.88% active; inhibition, % at 20 µM; AID 493091, 2011; Carboxy-terminal domain RNA polymerase II polypeptide A small phosphatase 1 (Homo …; Recombinant Scp1, phosphopeptide, malachite green phosphate absorbance;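 active means inhibition above about 50% at 20 µM, limit read from the data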;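 further: plate controls were DMSO wells with enzyme for no effect and wells lacking enzyme for full effect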
# Target sequence (Q9GZU7 76-261 limits assumed): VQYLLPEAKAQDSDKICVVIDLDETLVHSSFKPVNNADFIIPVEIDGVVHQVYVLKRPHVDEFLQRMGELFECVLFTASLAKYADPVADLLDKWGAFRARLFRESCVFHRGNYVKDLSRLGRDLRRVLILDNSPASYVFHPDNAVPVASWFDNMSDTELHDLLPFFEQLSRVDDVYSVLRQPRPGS
#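 System: SCP-1 catalytic domain; Reagent: Phospho 17-mer peptide substrate; Doses: one concentration, 20 µM, with 1.0% DMSO; Incubation: 45 min room-temperature reaction, 5 min colour, 30 min stabiliser; Signal: Phosphate-binding colour reagent, absorbance read at 630 nm.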
# Neddyl block: inhibitors of cullin neddylation, primary screen, biochemical, TR-FRET, uHTS, NAE and Ubc12 | NEDD8-conjugating enzyme Ubc12 (Homo sapiens) + NEDD8-activating enzyme E1 regulatory … | calls only at 25 µM | 360,000 tested, 0.58% active; in the data active means inhibition above about 36%
# CSN inh: inhibitors of CSN-mediated cullin deneddylation, primary screen, biochemical, fluorescence polarization, uHTS | COP9 signalosome complex subunit 5 (Homo sapiens), Q92905 | Purified CSN, SCF-Nedd8-OG deneddylation | inhibition, % at 12.5 µM | 360,000 tested, 0.38% active | AID 651999, 2013;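 active means pattern-corrected inhibition above about 35%, with an unprinted fluorescence ratio check between 0.5 and 1.5, limit read from the data, passing the limit was not always enough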;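 further: 0% = enzyme with substrate and 100% = substrate without enzyme; some results filed as inactive read as strong as hits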
# Target sequence (Q92905 whole entry, looked up, one chain of several): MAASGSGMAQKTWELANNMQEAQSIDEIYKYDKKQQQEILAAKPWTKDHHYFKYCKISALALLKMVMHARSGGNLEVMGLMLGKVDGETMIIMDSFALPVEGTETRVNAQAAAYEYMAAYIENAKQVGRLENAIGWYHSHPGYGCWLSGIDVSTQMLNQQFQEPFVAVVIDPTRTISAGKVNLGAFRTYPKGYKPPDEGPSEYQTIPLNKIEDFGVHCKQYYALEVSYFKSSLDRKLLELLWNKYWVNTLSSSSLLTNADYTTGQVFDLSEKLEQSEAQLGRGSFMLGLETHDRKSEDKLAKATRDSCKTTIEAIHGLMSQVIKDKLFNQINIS
#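 test system = HEK293T-derived human Csn5 enzyme | amount = 0.24 nM Csn5 enzyme, final concentration | medium = Tris/NaCl/DTT buffer, pH 7.5 | schedule = 90 min reaction at room temperature | signal = FP | evaluation = inhibition of Csn5 cleavage, % | compound dosing = single dose of 12.5 µM compound with 0.25% DMSO | probe or stimulus = 10 nM SCFSkp2-Nedd8OG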
# DNMT1 inh: human DNMT1 methyltransferase inhibitors, primary screen, biochemical, molecular beacon, fluorescence, HinP1I cleavage, uHTS | DNA (cytosine-5)-methyltransferase 1 (Homo sapiens), P26358 | inhibition (reported as % activation of signal), % at 10 µM | 360,000 tested, 0.83% active; in the data active means inhibition above about 50%
# STEP inh: STEP phosphatase inhibitors, primary screen, biochemical, fluorescence intensity, uHTS; Tyrosine-protein phosphatase non-receptor type 5 (Homo sapiens), P54829; recombinant STEP, OMFP fluorogenic substrate; 360,000 tested, 0.25% active; AID 588621, 2011; inhibition, % at 20 µM;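 active means inhibition at 20 µM, scaled per plate between control wells, above about 37%, limit read from the data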;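 further: 0% = DMSO with enzyme and substrate and 100% = substrate only without enzyme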
#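 material = STEP tyrosine phosphatase | reagent = fluorogenic phosphatase substrate OMFP at 25 µM final | doses = single compound dose of 20 µM, 1% DMSO final | schedule = 20 min reaction, room temperature, in the dark | measured by = fluorescence, 480/540 nm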
# NadD inh: inhibitors of S. aureus NadD, primary screen, biochemical, colorimetric, uHTS. Nicotinate-nucleotide adenylyltransferase NadD (Staphylococcus aureus N315). purified NadD enzyme, colorimetric absorbance read-out. inhibition, % at 20 µM. 360,000 tested, 0.78% active; in the data active means inhibition above about 26%; further: some compounds past the cut are filed as inactive
# LMPTP block: LMPTP phosphatase inhibitors, primary screen, biochemical, fluorescence intensity, uHTS; Low molecular weight phosphotyrosine protein phosphatase (Homo sapiens), P24666; recombinant LMPTP-A, OMFP fluorogenic substrate; inhibition, % at 20 µM; 360,000 tested, 0.22% active; AID 651560, 2012;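 active means compounds that cut the enzyme signal by at least half of the control window in the single-dose screen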;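 further: plate controls were DMSO wells with enzyme plus substrate for no effect and substrate without enzyme for full effect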
#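 test system = LMPTP-A | amount = 0.625 nM LMPTP-A final | reagent = fluorogenic phosphatase substrate OMFP at 400 µM final | incubation = 50 min at room temperature | benchmarks = no-enzyme low control, uninhibited high control | medium = Bis-Tris pH 6.0, DTT, detergent | signal = fluorescence intensity of OMFP turnover product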
# An asterisk follows results filed as active; i = inactive; . = not tested or not shown.
SMILES,SUMO1-SIM PPI,Rin1-Abl PPI inh,Rpn11 inh,Scp-1 inhibitor,Neddyl block,CSN inh,DNMT1 inh,STEP inh,NadD inh,LMPTP block
CC(C)c1ccc(SCc2noc(C(=O)NCC3CCCO3)c2C(=O)O)cc1 (centres undefined),9,2,i,-4,i,-3,1,1,-5,-1.0
COc1ccc(C2CC(C)(c3ccc(OC)cc3)Nc3ccccc3N2)cc1 (centres undefined),-2,0,i,-1,i,12,-6,6,-3,4.5
CN(C)/C=C(/C(=O)c1ccccc1Cl)S(C)(=O)=O,0,2,i,1,i,-8,3,1,-1,-0.2
Cc1ccc(C(=O)OCC(=O)NCc2ccco2)cc1,4,2,i,12,i,6,7,-2,3,-0.6
CC1C(=O)OC2C1CCC1(C)C3(C)C(=O)C=CC213 (centres undefined),4,2,i,.,i,-1,-7,-1,1,0.7
O=C(CCCSc1nc2ccccc2[nH]1)Nc1ccccc1,-1,8,i,3,i,0,0,1,-6,-0.4
COc1ccc(-n2nc(C(=O)O)c3ccccc3c2=O)c(OC)c1,1,-2,i,-3,i,2,2,4,1,-1.9
CNC(=O)CSc1cn(CC(=O)N(C(C)C)C(C)C)c2ccccc12,-4,2,i,-9,i,10,-2,-3,0,-0.2
CC(C)n1cc(NC(=O)C2CC(c3cccc(Br)c3)=NO2)cn1 (centres undefined),-3,1,i,-4,i,2,-2,-1,-3,-1.6
C=CCn1cc(C(=O)NCCCN(CC)CC)c(=O)c2cc(S(=O)(=O)N3CCC(C)CC3)ccc21,4,1,i,-7,i,-1,0,0,-5,-0.8
Fc1ccc(-c2nnc(CSc3nnc4ccccn34)o2)cc1,0,1,i,-5,i,2,8,1,-2,-0.4
O=C(Nc1nnc(-c2ccc(Br)cc2)o1)C1=COCCO1,-1,1,i,-9,i,1,0,3,3,-0.3
COCCNC(=O)C1(C)Cc2c(-c3ccc(NC(C)=O)cc3)ccnc2O1 (centres undefined),4,4,i,.,i,-3,9,-2,-2,-1.1
COc1ccccc1C(=O)CSc1nccn1C,2,2,i,4,i,0,0,0,-4,-1.6
Cc1ccc(-c2csc(NC(=O)Cc3cccs3)n2)cc1C,1,0,i,-15,i,-2,-4,4,1,0.1
NC(c1csc(NC(=O)Nc2ccccc2Oc2ccccc2)n1)c1ccccc1Cl (centres undefined),2,0,i,.,i,4,-25,3,41*,2.9
O=C(Nc1cnc2ccccc2c1)c1cccc(-n2cnnn2)c1,-3,-3,i,0,i,-2,-2,-3,5,-1.2
NC(=O)c1ccccc1OCC(=O)Nc1ccc2c(c1)CCC2,1,-2,i,-8,i,-9,0,4,-5,0.2
COCCn1c(C)cc(C(=O)COC(=O)c2cccc(O)c2)c1C,4,0,i,-9,i,-1,-4,1,-8,-0.9
COc1ccc(C(=O)NCC(=O)NCC(=O)OCc2ccc(Br)cc2)cc1,-1,-3,i,-7,i,-7,1,2,0,-1.0
CC(=O)N1c2ccc(S(=O)(=O)NCCC(=O)NCCc3cccc(C)c3)cc2CC1C (centres undefined),3,3,i,-6,i,1,-1,-2,-2,-1.0
O=C(NC(=S)Nc1ccccc1C(=O)O)c1cncc(Br)c1,12,0,i,0,i,-1,-1,4,2,-0.8
CCOC(=O)c1cccc(NC(=O)CSc2nc3ccccc3c(=O)n2CC)c1,2,-2,i,-2,i,0,-2,0,-20,0.2
Cc1ccc(-c2csc3ncn(Cc4ccc(C(=O)O)cc4)c(=O)c23)cc1C,8,1,i,-5,i,0,2,4,14,0.0
CCC(=O)c1ccc(OCc2ccccc2)c(OC)c1,2,0,i,-8,i,-1,-1,4,-5,-0.2

# Whole records, looked up by structure. Screens in order: SUMO1-SIM PPI, Rin1-Abl PPI inh, Rpn11 inh, Scp-1 inhibitor, Neddyl block, CSN inh, DNMT1 inh, STEP inh, NadD inh, LMPTP block
# Profile of CC(C)c1ccc(SCc2noc(C(=O)NCC3CCCO3)c2C(=O)O)cc1 (centres undefined) : 9, 2, i, -4, i, -3, 1, 1, -5, -1.0
# Profile of CCOC(=O)c1cccc(NC(=O)CSc2nc3ccccc3c(=O)n2CC)c1 : 2, -2, i, -2, i, 0, -2, 0, -20, 0.2

# Carrying on:
SMILES,SUMO1-SIM PPI,Rin1-Abl PPI inh,Rpn11 inh,Scp-1 inhibitor,Neddyl block,CSN inh,DNMT1 inh,STEP inh,NadD inh,LMPTP block
Cc1ccc(NC(=S)NNC(=O)c2nnn(-c3ccccc3)c2C)cc1,2,0,i,-9,i,0,2,3,3,-2.1
CCOC(=O)c1c(N)sc(C(O)(C(F)(F)F)C(F)(F)F)c1-c1ccc(F)cc1,2,1,i,-9,i,2,-13,-2,-7,2.1
Cc1cccc(-n2cc(C#N)c(=O)[nH]c2=O)n1,1,3,i,-3,i,3,1,-3,1,-1.8
Cc1ccc2c(c1)/C(=C/c1ccc(F)cc1)C(=O)N2,-10,-1,i,-4,i,4,1,-1,-28,2.4
C/C(=N/NS(=O)(=O)c1ccc(C)cc1C)c1ccc2c(c1)OCO2,-3,0,i,-5,i,0,-1,-3,-2,-1.4
CCCCN(C(=O)C1=COCCO1)c1c(N)n(CCC)c(=O)[nH]c1=O,1,-1,i,-1,i,2,3,-2,-1,-1.5
O=C(NC1CCCCCC1)C1c2ccccc2C(=O)N1CCCN1CCOCC1 (centres undefined),-1,-4,i,-5,i,6,8,-4,0,-1.1
CCOc1ccc(S(=O)(=O)NCCC(=O)OC(C)C(=O)N2CCc3ccccc32)cc1 (centres undefined),2,5,i,-15,i,1,-3,-3,-6,-2.3
COc1ccc(NC(=O)CSc2nccn2Cc2ccco2)cc1,1,2,i,1,i,-1,1,-2,1,-1.1
O=C(CN1C(=O)NC2(CCOc3ccccc32)C1=O)N1CCCCC1 (centres undefined),-2,6,i,5,i,-4,-2,2,-1,0.1
CCOC(=O)c1c[nH]c(=S)n(-c2ccccc2)c1=O,6,-1,i,-9,i,0,15,3,-2,-1.6
O=C(NC1CC1)C1CCCN1C(=O)NC1CCCCC1 (centres undefined),-3,-2,i,-1,i,-6,3,0,2,0.9
CCCCOc1ccc(C(=O)NCC(=O)NCc2ccncc2)cc1,5,5,i,8,i,0,0,0,-5,-0.8
COc1ncnc2c1ncn2CCCN(CCCc1ccccc1)CCCn1cnc2c(OC)ncnc21,1,-1,i,.,i,4,6,-3,0,0.3
Cc1ccc(S(=O)(=O)N2CCCOC2CNC(=O)C(=O)NCc2cccnc2)cc1 (centres undefined),-3,-1,i,-2,i,-19,-1,-4,-2,-1.6
Cc1nc2ccccn2c1C(=O)NN=C1C2CC3CC(C2)CC1C3,0,-5,i,-3,i,-11,2,-3,0,0.1
CCn1c(NC(=O)Nc2ccccc2OC)nc2ccccc21,0,-3,i,6,i,-7,0,1,-1,1.0
Cc1cnc(C(=O)OCC(=O)N2c3ccccc3CC2C)cn1 (centres undefined),2,-1,i,-2,i,-2,1,-3,3,-0.9
CCCCn1c(=O)[nH]c(=O)c2c1nc(-c1ccncc1)n2CCOC,1,-2,i,-4,i,2,-1,2,-1,-1.2
Cc1ncc([N+](=O)[O-])n1Cc1cccc2ccccc12,-14,-1,i,-4,i,-4,-2,4,-2,-0.2
Cc1ccc(NC(=O)CN(C)C(=O)c2ccc(COc3ccccc3)cc2)cc1,-3,1,i,-7,i,-1,-4,2,-7,2.2
CCc1cccc(CC)c1N(COC)C(=O)Cn1nnc2ccccc21,-2,1,i,1,i,-3,0,-1,-5,-1.2
CC(C)n1nnnc1C1c2ccccc2C(=O)N1CCCn1ccnc1 (centres undefined),2,.,.,.,i,0,.,.,1,-3.0
Cc1ccsc1/C=N/Nc1nc(=O)[nH]nc1C,-14,1,i,-9,i,-13,3,0,-5,-1.8
O=C(Nc1ccccc1)N1CCCC1,-2,1,i,-4,i,0,4,0,-6,-0.3
CC(C)(C)n1nnnc1C(c1ccccc1F)N1CCN(C(=O)c2ccco2)CC1 (centres undefined),1,0,i,-7,i,-1,1,-1,4,-1.4
COc1ccc(S(=O)(=O)N2CCOCC2)cc1NC(=O)c1ccc(S(=O)(=O)N2CCCCC2)cc1,-1,3,i,-10,i,0,-3,0,-1,-0.2

# Entries above with an aryl methoxy group, in the order listed:
SMILES,SUMO1-SIM PPI,Rin1-Abl PPI inh,Rpn11 inh,Scp-1 inhibitor,Neddyl block,CSN inh,DNMT1 inh,STEP inh,NadD inh,LMPTP block
COc1ccc(C2CC(C)(c3ccc(OC)cc3)Nc3ccccc3N2)cc1 (centres undefined),-2,0,i,-1,i,12,-6,6,-3,4.5
COc1ccc(-n2nc(C(=O)O)c3ccccc3c2=O)c(OC)c1,1,-2,i,-3,i,2,2,4,1,-1.9
COc1ccccc1C(=O)CSc1nccn1C,2,2,i,4,i,0,0,0,-4,-1.6
COc1ccc(C(=O)NCC(=O)NCC(=O)OCc2ccc(Br)cc2)cc1,-1,-3,i,-7,i,-7,1,2,0,-1.0
CCC(=O)c1ccc(OCc2ccccc2)c(OC)c1,2,0,i,-8,i,-1,-1,4,-5,-0.2
COc1ccc(NC(=O)CSc2nccn2Cc2ccco2)cc1,1,2,i,1,i,-1,1,-2,1,-1.1
COc1ncnc2c1ncn2CCCN(CCCc1ccccc1)CCCn1cnc2c(OC)ncnc21,1,-1,i,.,i,4,6,-3,0,0.3
CCn1c(NC(=O)Nc2ccccc2OC)nc2ccccc21,0,-3,i,6,i,-7,0,1,-1,1.0
COc1ccc(S(=O)(=O)N2CCOCC2)cc1NC(=O)c1ccc(S(=O)(=O)N2CCCCC2)cc1,-1,3,i,-10,i,0,-3,0,-1,-0.2

# Compounds were not picked by outcome; overall some 3.8% were active at least once.
